TcdB GH inh = TcdB glycohydrolase inhibitors, primary screen, biochemical, single point, plate reader; Toxin B (Clostridioides difficile), P18177; TcdB glycohydrolase enzymatic assay; inhibition, % at 9.99 µM; actives 0.24% (n = 350,000); AID 652162, 2013; in the data active = inhibition above about 10%
An asterisk follows results filed as active. Only part of the results is shown, so the mix of outcomes need not match the whole.

# | smiles | TcdB GH inh
1 | COc1cccc(-c2ccc3c(c2)O[C@H](CN(C)C(=O)C2CCOCC2)[C@@H](C)CN([C@@H](C)CO)S3(=O)=O)c1 | -0.5
2 | C[C@@H]1CN([C@@H](C)CO)C(=O)c2cccc(NS(=O)(=O)c3ccc(Cl)cc3)c2O[C@@H]1CN(C)C(=O)NC1CCCCC1 | -0.8
3 | Cc1ccc(S(=O)(=O)N(C)C[C@@H]2OCCCC[C@H](C)Oc3ccc(NC(=O)CCCN(C)C)cc3C(=O)N([C@@H](C)CO)C[C@H]2C)cc1 | 1.3
4 | CO[C@H]1O[C@H](CO)[C@@H](OC(=O)Nc2cccc(F)c2)[C@H](OC(=O)Nc2ccccc2)[C@@H]1OC(=O)Nc1ccccc1 | -1.0
5 | COCC(=O)Nc1ccc2c(c1)OC[C@@H](C)N(Cc1ccccn1)C[C@@H](C)[C@@H](OC)CN(C)C2=O | 0.4
6 | COc1ccc2c3c([nH]c2c1)[C@@H](CO)N(C(=O)CN(C)C)CC31CN(CC2CCCC2)C1 | -0.5
7 | Cc1noc(C)c1NC(=O)Nc1ccc2c(c1)CC(=O)N([C@@H](C)CO)C[C@@H](C)[C@@H](CN(C)Cc1ccc(Cl)c(Cl)c1)O2 | 0.1
8 | O=C(Nc1ccc2c(c1)[C@@H]1C[C@@H](CC(=O)N3CCc4ccccc4C3)O[C@H](CO)[C@@H]1O2)Nc1ccccc1F | -7.6
9 | Cc1ccc(-c2ccc([C@@H]3[C@@H](CO)N4C(=O)CN(C(=O)c5ccncc5)C[C@H]34)cc2)cc1 | 0.8
10 | CC(C)C#Cc1cnc2c(c1)C(=O)N([C@H](C)CO)C[C@@H](C)[C@@H](CN(C)C(=O)CC1CC1)O2 | 1.3
11 | COc1ccc(C#Cc2ccc([C@@H]3[C@H]4CN(C(=O)Cc5ccccc5)CCCCN4[C@H]3CO)cc2)cc1 | 0.0
12 | CN(C)C(=O)[C@H]1[C@H](CO)[C@H]2Cn3c(ccc(C4=CCCC4)c3=O)[C@@H]1N2CC1CCCC1 | -0.4
13 | C[C@@H]1CCCCO[C@@H](CN(C)C)[C@H](C)CN([C@@H](C)CO)C(=O)c2cc(NC(=O)Nc3ccc4c(c3)OCO4)ccc2O1 | -0.7
14 | C[C@@H]1CN([C@H](C)CO)C(=O)c2cc(NC(=O)NC3CCCCC3)ccc2O[C@@H](C)CCCCO[C@@H]1CN(C)S(=O)(=O)c1ccccc1 | 0.0
15 | C[C@@H]1CN([C@@H](C)CO)C(=O)c2cccc(NS(=O)(=O)c3ccc(F)cc3)c2O[C@H]1CN(C)C(=O)Nc1ccc(F)cc1 | -1.1
16 | C[C@H]1CN([C@@H](C)CO)C(=O)c2cc(-c3ccccc3F)cnc2O[C@@H]1CN(C)Cc1cccc(C(=O)O)c1 | -4.1
17 | C[C@@H]1CCCCO[C@H](CN(C)C(=O)c2ccccc2)[C@@H](C)CN([C@H](C)CO)C(=O)c2cc(NS(=O)(=O)c3ccc(F)cc3)ccc2O1 | 1.6
18 | C[C@H]1CN([C@@H](C)CO)C(=O)c2cc(N(C)C)ccc2O[C@H]1CN(C)C(=O)Nc1ccccc1 | -8.1
19 | Cc1ccc(S(=O)(=O)Nc2ccc3c(c2)C(=O)N([C@H](C)CO)C[C@H](C)[C@H](CN(C)C(=O)Nc2ccc(F)cc2)O3)cc1 | 1.1
20 | Cc1ccc(S(=O)(=O)N(C)C[C@H]2Oc3c(NS(=O)(=O)c4cccs4)cccc3C(=O)N([C@H](C)CO)C[C@H]2C)cc1 | 0.3
21 | CC(C)CC#Cc1ccc2c(c1)O[C@@H](CN(C)S(C)(=O)=O)[C@H](C)CN([C@H](C)CO)S2(=O)=O | 0.1
22 | COc1cccc(CN(C)C[C@@H]2OCc3ccccc3-c3c(n(C)c4ccccc34)C(=O)N([C@H](C)CO)C[C@H]2C)c1 | 1.6
23 | C[C@@H]1CN([C@H](C)CO)C(=O)c2cc(C3=CCCC3)cnc2O[C@@H]1CN(C)C(=O)Nc1ccc(F)cc1 | 0.1
24 | COc1ccc2c3c([nH]c2c1)[C@@H](CO)N(S(=O)(=O)c1ccc(C)cc1)CC31CCN(C(=O)Cc2cccnc2)CC1 | 0.3
25 | O=C(C[C@@H]1CC[C@H](NC(=O)NC2CCCCC2)[C@H](CO)O1)NCc1ccc(F)cc1 | 1.7
26 | C[C@H](CO)N1C[C@H](C)[C@@H](CN(C)S(=O)(=O)c2cn(C)cn2)Oc2ccc(NC(=O)c3ccncc3)cc2CC1=O | 0.8
27 | Cc1ccc(S(=O)(=O)Nc2ccc3c(c2)C(=O)N([C@@H](C)CO)C[C@@H](C)[C@H](CN(C)S(=O)(=O)c2ccc(F)cc2)OCCCC[C@H](C)O3)cc1 | -0.5
28 | O=C(C[C@@H]1CC[C@@H]2[C@H](COC[C@@H](O)CN2CCC(F)(F)F)O1)N1CCC(Cc2ccccc2)CC1 | 0.1
29 | COCCNC(=O)C[C@@H]1C[C@H]2c3cc(NC(=O)COC)ccc3O[C@H]2[C@@H](CO)O1 | -0.5
30 | CCNC(=O)C[C@H]1C=C[C@H](NC(=O)C2CC2)[C@@H](CO)O1 | -0.5
31 | C[C@@H]1CCCCO[C@@H](CN(C)Cc2ccc(C(F)(F)F)cc2)[C@@H](C)CN([C@H](C)CO)C(=O)c2cc(NC(=O)CCC(F)(F)F)ccc2O1 | 1.5
32 | COCC(=O)N[C@H]1CC[C@H](CC(=O)NCc2ccccc2OC)O[C@H]1CO | -3.4
33 | COc1ccc(S(=O)(=O)Nc2ccc3c(c2)C(=O)N([C@@H](C)CO)C[C@@H](C)[C@H](CN(C)C(=O)Nc2ccc(C(F)(F)F)cc2)O3)cc1 | 0.1
34 | C[C@@H]1CN([C@H](C)CO)C(=O)c2cc(C#Cc3ccc(F)cc3)cnc2O[C@H]1CN(C)C(=O)Nc1ccc(F)cc1 | 0.0
35 | CN1c2ccc(-c3ccccc3)cc2[C@H]2[C@H](CCN2C(=O)Cc2cccnc2)[C@@H]1CO | -0.4
36 | CCS(=O)(=O)N1CCCCN2[C@H](C1)[C@H](c1ccc(C#Cc3ccccn3)cc1)[C@@H]2CO | -0.5
37 | CN(C)C(=O)c1cccc(-c2ccccc2[C@@H]2[C@@H](CO)N(C(=O)C3CCCC3)[C@H]2C#N)c1 | 1.4
38 | CN1CCN(C(=O)C[C@H]2C=C[C@H](NC(=O)Cc3ccccn3)[C@H](CO)O2)CC1 | 0.2
39 | COCC#Cc1cnc2c(c1)C(=O)N([C@@H](C)CO)C[C@H](C)[C@H](CN(C)C(=O)c1cccnc1)O2 | -0.2
40 | Cc1ccc(S(=O)(=O)NCC[C@H]2CC[C@@H](NC(=O)c3cccc(F)c3)[C@H](CO)O2)cc1 | -0.5

Random excerpt: 3 compounds from above
# | smiles | TcdB GH inh
28 | O=C(C[C@@H]1CC[C@@H]2[C@H](COC[C@@H](O)CN2CCC(F)(F)F)O1)N1CCC(Cc2ccccc2)CC1 | 0.1
22 | COc1cccc(CN(C)C[C@@H]2OCc3ccccc3-c3c(n(C)c4ccccc34)C(=O)N([C@H](C)CO)C[C@H]2C)c1 | 1.6
30 | CCNC(=O)C[C@H]1C=C[C@H](NC(=O)C2CC2)[C@@H](CO)O1 | -0.5

Excerpt: entries 35–40
# | smiles | TcdB GH inh
35 | CN1c2ccc(-c3ccccc3)cc2[C@H]2[C@H](CCN2C(=O)Cc2cccnc2)[C@@H]1CO | -0.4
36 | CCS(=O)(=O)N1CCCCN2[C@H](C1)[C@H](c1ccc(C#Cc3ccccn3)cc1)[C@@H]2CO | -0.5
37 | CN(C)C(=O)c1cccc(-c2ccccc2[C@@H]2[C@@H](CO)N(C(=O)C3CCCC3)[C@H]2C#N)c1 | 1.4
38 | CN1CCN(C(=O)C[C@H]2C=C[C@H](NC(=O)Cc3ccccn3)[C@H](CO)O2)CC1 | 0.2
39 | COCC#Cc1cnc2c(c1)C(=O)N([C@@H](C)CO)C[C@H](C)[C@H](CN(C)C(=O)c1cccnc1)O2 | -0.2
40 | Cc1ccc(S(=O)(=O)NCC[C@H]2CC[C@@H](NC(=O)c3cccc(F)c3)[C@H](CO)O2)cc1 | -0.5

(further entries)
# | smiles | TcdB GH inh
41 | CC(C)CC#Cc1cnc2c(c1)C(=O)N([C@@H](C)CO)C[C@@H](C)[C@H](CN(C)CC1CCOCC1)O2 | -0.2
42 | CN1C(=O)c2cc(NC(=O)Nc3ccccc3)ccc2OC[C@H]2O[C@H](CC(=O)NC3CCC3)CC[C@H]21 | -0.2
43 | CC(=O)N(C)C[C@H]1Oc2ncc(-c3cncnc3)cc2C(=O)N([C@H](C)CO)C[C@@H]1C | -0.5
44 | O=C(NC1Cc2ccccc2C1)[C@@H]1[C@@H](CO)[C@@H]2Cn3c(cccc3=O)[C@@H]2N1C(=O)C1CC1 | 0.1
45 | C[C@H]1CN([C@@H](C)CO)C(=O)c2cccc(NC(=O)C3CCCCC3)c2O[C@H]1CN(C)Cc1ccc(C(F)(F)F)cc1 | 1.1
46 | C[C@H]1CN([C@@H](C)CO)C(=O)c2cc(NS(C)(=O)=O)ccc2O[C@H]1CN(C)Cc1ccc(C(=O)Nc2ccccc2N)cc1 | -2.2
47 | COc1ccc(S(=O)(=O)Nc2ccc3c(c2)CC(=O)N([C@H](C)CO)C[C@@H](C)[C@H](CN(C)C)O3)cc1 | -2.0
48 | CCOC(=O)C1=CC[C@@H](c2ccccc2)[C@@]12CC/C(=C\c1ccccc1)C2=O | 0.4
49 | O=C(N[C@H]1CC[C@@H](CCNC(=O)C2CCCC2)O[C@H]1CO)c1ccccn1 | -0.4
50 | C[C@@H]1CN([C@@H](C)CO)C(=O)c2c(c3ccccc3n2C)-c2ccccc2CO[C@@H]1CN(C)S(=O)(=O)c1ccccc1 | -4.8
51 | COc1ccccc1CNC(=O)C[C@@H]1CC[C@H](NC(=O)CN(C)C)[C@@H](CO)O1 | 0.2
52 | COc1ccc(NC(=O)N2C[C@@H](O)COC[C@@H]3O[C@@H](CC(=O)NCc4ccccc4OC)CC[C@H]32)cc1 | 0.3
53 | O=C(C[C@H]1CC[C@@H](NC(=O)Nc2ccc3c(c2)OCO3)[C@@H](CO)O1)NCc1ccc(F)cc1 | -0.6
54 | Cc1ccc(S(=O)(=O)N2C[C@@H]3[C@H](c4ccccc42)[C@H](CO)N3Cc2cccnc2)cc1 | 0.1
55 | Cc1ccc(-c2ccccc2[C@H]2[C@@H](C#N)N(S(C)(=O)=O)[C@@H]2CO)cc1 | 1.6
56 | O=C(C[C@@H]1CC[C@@H]2[C@H](COC[C@H](O)CN2C(=O)c2cccnc2)O1)NCC1CC1 | -0.9
57 | C[C@@H]1CCCCO[C@H](CN(C)C(=O)CCCN(C)C)[C@H](C)CN([C@@H](C)CO)C(=O)c2cc(NC(=O)Nc3cccc4ccccc34)ccc2O1 | -17.9
58 | COc1ccccc1NC(=O)N[C@H]1CC[C@@H](CCNC(=O)c2ccc3c(c2)OCO3)O[C@H]1CO | -1.2
59 | COCC(=O)Nc1ccc2c(c1)OC[C@@H](C)N(Cc1ccccc1OC)C[C@H](C)[C@H](OC)CN(C)C2=O | -2.8
60 | C[C@H](CO)N1C[C@H](C)[C@H](CN(C)Cc2ccc(C(=O)O)cc2)Oc2ccc(NC(=O)c3ccncc3)cc2CC1=O | 0.8
61 | O=C(NCC[C@@H]1CC[C@H](NS(=O)(=O)c2cccc(F)c2)[C@H](CO)O1)C1CC1 | 0.7
62 | C[C@H]1CN([C@@H](C)CO)C(=O)Cc2cc(NS(C)(=O)=O)ccc2O[C@H]1CN(C)Cc1ccccc1 | 1.9
63 | CN1CCN(C(=O)C[C@@H]2C[C@@H]3c4cc(NC(=O)C5CCOCC5)ccc4O[C@@H]3[C@H](CO)O2)CC1 | 2.3
64 | CCS(=O)(=O)N[C@@H]1C=C[C@H](CC(=O)Nc2ccc(-c3ccccc3)cc2)O[C@@H]1CO | 0.8
65 | C[C@@H]1CN([C@@H](C)CO)C(=O)CCCn2cc(nn2)CO[C@H]1CN(C)CC1CC1 | 1.0
66 | O=S(=O)(c1cccs1)N1CCCCN2[C@@H](CO)[C@@H](c3ccc(C4=CCCC4)cc3)[C@@H]2C1 | 0.5
67 | C/C=C/c1ccc([C@H]2[C@@H](CO)N(C(C)=O)[C@@H]2CNC(=O)CC2CC2)cc1 | -0.7
68 | O=C(Nc1ccc(F)cc1)N1C[C@H]2[C@@H](c3ccccc31)[C@@H](CO)N2C(=O)Cc1ccccc1 | 1.5
69 | COCc1cn(CC[C@H]2CC[C@@H](NC(=O)c3ccncc3)[C@H](CO)O2)nn1 | -1.2
70 | N#C[C@H]1N[C@@H](CO)[C@@H]1c1ccccc1 | -1.8
71 | COc1ccc(S(=O)(=O)Nc2ccc3c(c2)C(=O)N([C@H](C)CO)C[C@H](C)[C@H](CN(C)S(C)(=O)=O)OCCCC[C@@H](C)O3)cc1 | -0.5
72 | CCCNC(=O)N1[C@@H](C#N)[C@H](c2ccc(-c3cccnc3)cc2)[C@@H]1CO | 0.8
73 | O=C(C[C@@H]1CC[C@H]2[C@@H](COC[C@H](O)CN2S(=O)(=O)c2ccccc2)O1)N1CCOCC1 | -4.1
74 | O=C(C[C@H]1C[C@H]2c3cc(NC(=O)CC4CC4)ccc3O[C@H]2[C@@H](CO)O1)NCc1cc(F)ccc1F | 0.1
75 | C[C@@H]1CN([C@@H](C)CO)C(=O)c2cccc(NS(=O)(=O)c3ccc(Cl)cc3)c2O[C@@H]1CN(C)Cc1ccc(C(F)(F)F)cc1 | 1.3
76 | CCCNC(=O)C[C@H]1CC[C@@H]2[C@H](COc3ccc(NC(=O)c4ccc(C(F)(F)F)cc4)cc3C(=O)N2C)O1 | 7.0
77 | O=C(Nc1ccccc1)N[C@H]1CC[C@H](CCNS(=O)(=O)c2ccccc2F)O[C@H]1CO | -0.5
78 | C[C@H](CO)N1C[C@H](C)[C@H](CN(C)C(=O)CN2CCOCC2)Oc2ncc(-c3ccncc3)cc2C1=O | 0.0
79 | O=C(c1ccc(F)cc1)N1C[C@@H]2[C@H](c3ccccc31)[C@H](CO)N2C(=O)c1ccccc1 | 0.5
80 | C[C@@H]1CN([C@@H](C)CO)C(=O)Cc2cc(NC(=O)NC3CCCCC3)ccc2O[C@H]1CN(C)Cc1ccc2c(c1)OCO2 | -10.5
81 | C[C@@H]1CN([C@@H](C)CO)C(=O)Cc2cc(NC(=O)Nc3cccc4ccccc34)ccc2O[C@@H]1CN(C)S(=O)(=O)c1ccccc1 | -0.8
82 | O=C(c1ccccn1)N1CC2(C1)[C@H](c1ccccc1)[C@@H](CO)N2Cc1ccc(F)cc1 | -0.4
83 | O=C(Cc1ccccc1)N[C@H]1C=C[C@H](CC(=O)N2CCOCC2)O[C@H]1CO | 0.2
